From PubChem BioAssay
iPSC survival up: hiPSC single-cell survival enhancement; AID 602274; ATPlite luminescence; 100% = ROCK inhibitor wells, 0% = DMSO; 360,000 tested, 0.044% active; survival enhancement, % at 20 µM; in the data active = survival enhancement above about 18%;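 also: cells exposed to compounds for 16 hours before the ATP read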
Shn3 3UTR inh: inhibitors of Schnurri-3 3'UTR reporter in osteoblasts; Clone20 osteoblast Shn3 3'UTR firefly luciferase, 24 h; 360,000 tested, 0.52% active; inhibition, % at 12.5 µM;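 active = mean inhibition of at least 75% with every replicate also reaching 75%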;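 also: 0% = median of neutral control wells and 100% = pilot-screen positive control compound; some compounds past the cut are filed as inactive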
NR2E3 ag-1: activates human photoreceptor nuclear receptor NR2E3. AID 2300. 320,000 tested, 0.12% active. Q9Y5X4. inhibition of corepressor binding, % at 4.78 µM. GST-NR2E3/biotin-RetCOR TR-FRET, 1536-well;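 active = percent inhibition above the cutoff of mean plus 3 SD of all tested compounds, set per screening campaign, cut at about 20% in these data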;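 also: 0% = DMSO wells and 100% = biotin wells as full block of FRET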
Target sequence (Q9Y5X4 whole entry, looked up): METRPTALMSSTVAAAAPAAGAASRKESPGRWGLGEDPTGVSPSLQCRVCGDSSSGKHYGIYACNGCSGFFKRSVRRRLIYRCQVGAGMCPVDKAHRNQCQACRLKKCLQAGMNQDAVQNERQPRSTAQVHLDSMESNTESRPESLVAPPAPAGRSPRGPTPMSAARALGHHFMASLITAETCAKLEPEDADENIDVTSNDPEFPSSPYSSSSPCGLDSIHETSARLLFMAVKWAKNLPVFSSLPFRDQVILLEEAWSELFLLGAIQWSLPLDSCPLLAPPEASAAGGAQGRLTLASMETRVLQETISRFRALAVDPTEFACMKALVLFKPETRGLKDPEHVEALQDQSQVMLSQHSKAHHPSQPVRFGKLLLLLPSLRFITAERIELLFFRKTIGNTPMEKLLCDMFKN
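Format: 1536-well format; test system: GST-NR2E3 and biotin-RetCOR proteins; read-out basis: percent inhibition of TR-FRET ratio; timing: 5 h incubation at 4 °C; detection: time-resolved FRET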
Peg3 prom inh: inhibitors of Peg3 promoter; inhibition, % at 20 µM; AID 588405; 360,000 tested, 1.7% active; HeLa PEG-Prom luciferase reporter, luminescence, overnight;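 active = inhibition of at least 50% at 20 µM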
LMP1 NFkB inh: inhibitors of Epstein-Barr LMP1-induced NF-kappaB reporter | LMP1-induced NF-kappaB luciferase reporter cells, luminescence | inhibition, % at 12.5 µM | 350,000 tested, 0.69% active; in the data active = inhibition above about 41%;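 also: 0% = neutral control wells and 100% = reference inhibitor control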
TRAIL sens C8: sensitizes caspase-8 expressing cells to TRAIL; NB7+C8 cells + TRAIL, ATPlite viability luminescence; inhibition (viability loss, TRAIL sensitization), % at 10 µM; 360,000 tested, 1% active;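 active = compounds causing at least 50% loss of cell viability in the single-dose screen, relative to plate controls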
TRPM1 prom inh: MITF TRPM1 promoter inhibition in SK-MEL-5 cells. 330,000 tested, 0.83% active. SK-MEL-5 TRPM1 promoter luciferase, 24 h. inhibition, % at 12.5 µM;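 active = mean inhibition across replicates of 60% or more, whatever share of single replicates reaches that level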; also: values of inactives mirror those of a sister screen read the other way
KKLEB cytotox: counter-screen for CF NF-kB inhibitors: cytotoxicity; KKLEB CF airway cells viability, ATPlite luminescence, overnight; hits give low values; cells stimulated with P. aeruginosa culture filtrate; activity change (cytotoxicity), % at 5 µM; 360,000 tested, 0.36% active;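 active = corrected activity change at or below -50% at 5 µM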
HIF-2a block: blocks HIF-2a reporter activity. 786-0 RCC cells HIF-2a reporter, luciferase luminescence, overnight. inhibition, % at 18.8 µM. 360,000 tested, 0.72% active. AID 624352;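 active = inhibition of the luminescence signal of 40% or more relative to plate controls, in a single-dose primary screen at 18.75 µM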
CF NFkB inh: blocks PAF-induced NF-kB reporter in cystic fibrosis cells | AID 588850 | inhibition, % at 5 µM | 360,000 tested, 0.86% active | KKLEB NF-kB-GFP reporter, GFP fluorescence overnight;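 active = at least 50% inhibition at 5 µM, scaled per plate between neutral and stimulator controls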;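 also: PAF is a Pseudomonas aeruginosa culture filtrate used as stimulus; plate controls were PAF-stimulated DMSO wells for no effect and unstimulated DMSO wells for full effect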
NR2E3 ag-2: activates human NR2E3 receptor | CHO-S Gal4-NCOR/VP16-NR2E3 two-hybrid, luciferase | inhibition of corepressor binding, % at 3.98 µM | 360,000 tested, 0.35% active | AID 602229;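 active = inhibition above the mean of all tested compounds plus 3 SD, cut at about 70% in these data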;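 also: 0% = DMSO with NR2E3 transfected cells and 100% = cells lacking NR2E3 construct; higher means lower luciferase signal from less NR2E3 corepressor binding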
An asterisk follows results filed as active; / = no result given. An excerpt; the hit share may differ from the screen's.

Results follow in this order: iPSC survival up	Shn3 3UTR inh	NR2E3 ag-1	Peg3 prom inh	LMP1 NFkB inh	TRAIL sens C8	TRPM1 prom inh	KKLEB cytotox	HIF-2a block	CF NFkB inh	NR2E3 ag-2
Cc1cccc(-c2nnn3c2nc(NCCc2ccc(S(N)(=O)=O)cc2)c2ccccc23)c1
    0.8	35.4	4.8	4.1	9.2	24.3	16.6	-51.5*	-6.3	36.4	-13.5
CCOC(=O)c1c(NC(=O)CN(C)C)sc(C(=O)N(CC)CC)c1C
    -0.8	1.8	0.1	-2.9	2.3	-5.3	-5.5	0.3	-1.0	4.5	-8.7
CCN(CC(=O)Nc1c(F)cccc1F)C(=O)c1ccc(N2CCCC2=O)cc1
    -0.1	5.9	2.3	-9.2	8.7	2.8	-4.4	8.4	5.5	-3.5	-18.0
C=CCNC(=S)N/N=C/c1ccc(-c2cccc([N+](=O)[O-])c2)o1
    4.2	13.4	0.8	-24.4	1.7	6.6	-15.2	10.5	-44.5	-8.5	-36.0
COc1c(O)cccc1/C=N/NC(=O)Cn1ccnc1C
    -0.5	-9.1	2.6	-0.1	-15.0	-19.9	8.6	-0.6	12.6	-13.3	11.0
S=C(NCCc1ccccc1)Nc1ccccc1
    -0.8	-31.9	2.5	-145.6	-11.3	3.4	-65.3	0.3	-158.4	2.9	-80.3
O=S(=O)(CCN1CCCCC1)Oc1ccc(Cl)cc1Cl
    -0.6	0.4	-2.3	9.5	4.2	-2.6	0.3	-11.6	-5.5	-8.4	-10.5
CCc1ccc2[nH]c(=O)c(-c3ccccc3)c(O)c2c1
    -0.4	-22.0	-3.0	1.1	-32.7	2.4	-7.4	-3.3	4.0	-1.2	-12.7
CCc1nnc(SCC(=O)N2CCc3ccccc32)n1CC
    -0.2	-3.8	-1.0	7.7	-0.5	-0.3	-1.3	15.9	10.4	-2.8	-15.8
CCc1nc2oc3ccccc3c(=O)c2cc1C(=O)OC
    -0.4	-53.5	/	-307.5	-5.8	15.1	-87.3	3.3	-227.9	-25.9	-61.5
OCCNCc1ccc(-c2ccccc2)cc1
    6.6	-5.6	-0.5	-1.4	-3.0	-3.4	-4.3	-1.8	-10.4	-0.3	-2.4
O=C(Nc1cccnc1)c1cc(-c2ccc(F)cc2)on1
    0.2	2.7	2.8	-15.2	0.5	-1.5	-18.4	6.5	-53.9	-8.8	-25.2
O=C1C2C(c3ccccc3)(C(=O)N1c1ccc(Cl)cc1)C2(c1ccccc1)c1ccccc1 (configuration not stated)
    -0.9	32.3	-4.1	29.6	-1.1	14.8	-15.2	-3.0	15.1	3.4	-1.1
CCC(=O)N1CCc2cc(S(=O)(=O)NC(C(=O)NC3CCCc4ccccc43)C(C)C)ccc21 (configuration not stated)
    -0.9	-3.9	0.7	20.3	3.6	8.3	-0.3	-1.0	14.8	-10.1	18.4
O=C(CC(c1ccccc1)c1ccccc1)Nc1ccc2c(c1)OCCO2
    -0.4	30.2	-1.9	-53.4	-2.2	-3.3	-1.5	-5.0	13.7	10.0	-20.7
CC(C)(C)S(=O)N1Cc2cn(Cc3ccccc3)c(=O)cc2[C@@H]1CCO (some centres not stated)
    0.2	-4.3	/	-0.6	-4.2	-10.7	2.3	0.9	2.1	9.7	0.1
COc1cc(N2C(=O)C=CC2=O)ccc1N1C(=O)C=CC1=O
    0.0	97.6*	/	110.9*	48.8*	-6.7	73.8*	-32.2	84.5*	78.4*	-8.0
COc1cc(Cl)c(CN2CCCC(CO)(Cc3ccccc3)C2)cc1OC (configuration not stated)
    0.1	28.4	2.7	13.6	2.1	23.6	-4.3	8.6	10.7	8.5	-1.5
C/C(CC(=O)Nc1ccc(N(C)C)cc1)=N\NC(=O)c1ccccc1Cl
    1.5	-33.4	/	-75.5	0.9	2.7	/	-3.4	-50.7	-8.9	-10.9
Cc1c(Cl)cccc1NC(=O)CCN1CCCCCC1
    -1.7	-17.1	0.4	-6.0	-0.5	-9.8	-3.8	-1.1	8.9	6.2	-1.7
COc1ccccc1NC(=O)COn1nnc2ccc(S(=O)(=O)N3CCOCC3)cc21
    3.0	-14.2	4.0	9.4	-7.5	-4.5	5.0	6.3	13.7	-10.5	-41.8
Cc1nn(-c2ccccc2)c(C)c1/C=N/NC(=O)c1cc(-c2ccccc2)n[nH]1
    -0.8	10.0	-3.9	-11.2	1.8	7.2	-2.4	-20.6	2.1	64.3*	-18.2
CCC(C)(C)n1nnnc1C(c1ccc2ncccc2c1)N1CCCCCC1 (configuration not stated)
    -4.8	8.4	-1.1	-1.7	4.2	1.2	3.9	1.6	19.0	-1.3	-6.0
O=C(NC(=S)Nc1ccccc1N1CCOCC1)c1cccc([N+](=O)[O-])c1
    1.6	6.2	-0.2	11.4	-13.0	18.9	7.2	-13.0	6.0	17.4	-8.6
O=C(Cn1cnc([N+](=O)[O-])c1)c1ccc(Cl)cc1
    1.2	-5.8	0.8	-2.6	-1.3	-5.4	3.8	19.9	8.3	-12.4	9.9
Cc1c2cnn(CC(=O)NCCN3CCOCC3)c(=O)c2c(C)n1Cc1ccccc1
    1.5	-7.2	-4.6	16.3	2.0	-20.5	1.4	-2.1	5.5	2.7	-11.9
CCC1CN(C(=O)N2CCC(C(=O)NCc3ccccc3C)CC2)c2ccccc2O1 (configuration not stated)
    -0.5	18.0	2.4	-5.4	2.9	-12.8	4.9	-4.8	9.4	1.4	4.4
COC(=O)c1cc(C)sc1NC(=O)C1CC=CCC1C(=O)O (configuration not stated)
    -0.4	-5.6	7.4	7.8	0.8	6.9	6.8	-1.3	4.1	15.3	-17.0
C(=C\c1ccccc1)/CN1CCN(C(c2nnnn2C2CCCC2)C2CC2)CC1 (configuration not stated)
    -1.3	16.3	/	15.1	/	-7.5	/	-15.3	-10.0	19.7	5.1
O=C(OCc1c(Cl)cccc1Cl)c1ccccn1
    14.2	0.7	-1.6	10.4	5.8	2.4	-9.3	-3.1	3.2	15.8	2.8

Further records follow.
Results follow in this order: iPSC survival up	Shn3 3UTR inh	NR2E3 ag-1	Peg3 prom inh	LMP1 NFkB inh	TRAIL sens C8	TRPM1 prom inh	KKLEB cytotox	HIF-2a block	CF NFkB inh	NR2E3 ag-2
COc1cc(/C=N/NC(=S)NC2CC3CCC2C3)ccc1O (configuration not stated)
    0.0	8.6	-2.4	-42.6	-4.1	10.7	-24.9	-8.0	-58.7	6.8	-84.5
CN1C(=O)CSc2ccc(NC(=O)NCc3ccc(F)cc3)cc21
    3.4	2.0	-5.8	10.2	5.9	-6.3	1.2	-7.4	14.0	2.0	-8.3
COc1ccc(-c2csc(NC(=O)CSCC(=O)Nc3cc(C)on3)n2)cc1OC
    -0.4	-10.0	1.4	-7.1	10.5	-7.6	2.8	8.1	3.8	-16.9	-0.6
CCOC(=O)/C(=C/Nc1ccc(F)c(F)c1)[N+](=O)[O-]
    -0.1	-8.2	1.3	8.7	4.6	2.9	-2.5	2.1	19.2	11.5	4.9
COCCNC(=O)c1ccc(-n2c(SCc3cc(F)ccc3F)nc3ccccc3c2=O)cc1
    -0.4	35.1	0.8	-29.5	-38.8	8.8	16.0	-12.4	-2.5	1.0	-16.8
CC(/C=C1\SC(=S)N(CCC(=O)Nc2cccc(C(=O)O)c2)C1=O)=C\c1ccccc1
    0.6	-12.1	2.6	-5.2	-2.8	-0.6	-9.9	19.2	6.3	-6.8	-15.6
NC(=O)c1cc2ccccc2o/c1=N/NC(=O)c1ccccc1
    -0.4	-29.2	-3.1	-45.8	-0.2	6.3	-25.6	22.0	-68.3	-27.5	-31.4
O=C(CNC(=O)c1ccco1)NCC(c1ccco1)N1CCCCC1 (configuration not stated)
    0.5	0.2	3.1	-2.2	-0.7	-14.7	-12.2	-11.7	17.2	-3.5	24.5
N#CC(=Cc1ccncc1)c1ccccc1
    1.0	-14.3	/	0.2	0.2	8.6	-9.7	8.7	-26.5	-11.7	15.1
O=S(=O)(c1cccs1)n1cccn1
    1.1	5.8	2.1	7.1	5.9	-17.7	5.3	0.1	0.0	6.3	-2.5
O=C1C(=Cc2cn(-c3ccccc3)nc2-c2ccc(OCc3ccccc3F)cc2)SC(=S)N1CCS(=O)(=O)O
    -3.2	10.8	/	10.0	/	1.1	/	-16.9	11.4	40.4	-3.5
COc1ccc(-c2cc([C@H]3[C@@H]4C=CCC[C@@]4(C)C(=O)N3Cc3ccccc3)ccc2F)cc1
    -5.3	3.4	2.1	4.7	-3.5	1.0	9.9	-9.0	12.4	20.9	-0.6
CCCCN1C(=O)C(CC(=O)NC2CC2)CC(C(=O)N(C(C)C)C(C)C)=C1C (configuration not stated)
    1.7	7.6	/	-5.3	7.4	-8.9	/	16.6	6.7	1.7	-13.2
O=C(COC(=O)Cc1cccc2ccccc12)Nc1ccccc1-c1ccccc1
    0.5	-11.2	-2.1	6.8	-4.2	-5.3	-1.4	6.3	17.1	-0.9	-5.9
c1ccc(-c2nc3ccccc3c3nc4ccccc4n23)cc1
    2.1	9.7	-1.3	20.5	-0.6	4.0	-18.1	-8.0	9.3	-14.4	-27.6
CCOc1ccc(-n2c(=O)c3sccc3n(Cc3cccc([N+](=O)[O-])c3)c2=O)cc1
    -0.1	/	5.2	25.1	4.8	9.0	3.1	-7.1	15.2	11.8	-2.1

Single entries from above:
`CC(/C=C1\SC(=S)N(CCC(=O)Nc2cccc(C(=O)O)c2)C1=O)=C\c1ccccc1` in iPSC survival up reads 0.6
`CCCCN1C(=O)C(CC(=O)NC2CC2)CC(C(=O)N(C(C)C)C(C)C)=C1C` (configuration not stated) in HIF-2a block reads 6.7
